Bioassay records deposited in PubChem by several laboratories.
NALP1 yeast inh – inhibitors of NALP1 inflammasome in yeast. S. cerevisiae NALP1/ASC/caspase-1 growth, X-gal OD620, 72 h. inhibition, % at 10 µM. 0.61% of 280,000 active; in the data active = inhibition mostly above about 24%, no sharp cut-off; inactive = mostly below about 32%; note: some compounds called inactive have numbers as strong as hits
MEKK2wt PB1 HTS – raises or lowers MEK5 binding to wildtype human MEKK2 PB1 domain; Q9Y2U5; binding response (% of control), % at 10 µM; 1.1% of 290,000 active; bead flow cytometry, Alexa488-MEK5 binding to MEKK2 WT; actives lie on both sides; AID 1531; in the data active = binding response below about 67% or above about 130%
GalR3 antagonist – blocks the human galanin receptor 3. O60755. HEK293 GalR3-CNG cAMP membrane potential fluorescence; galR3 body fused to GalR1 C-terminus. inhibition, % at 3 µM. 0.44% of 360,000 active. AID 651719;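 active = inhibition above the screen-wide average plus 3 SD, cut at about 13% in these data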;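 note: forskolin and galanin both at EC90 stimulate the cells; cAMP rise reported by CNG channel membrane potential dye signal; 0% = forskolin plus galanin with DMSO and 100% = forskolin alone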
OXTR agonist – agonists of human oxytocin receptor. P30559. CHO-OTR cells, Fluo-8 calcium fluorescence; normalized: DMSO 0%, oxytocin 100%. activation, % at 3 µM. 0.32% of 320,000 active. AID 2435;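 active = activation above the mean of all tested compounds plus 3 SD, cutoff set per screening run, cut at about 20% in these data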;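 note: peak over basal fluorescence ratio from a 100 s FLIPR kinetic read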
M18AAP inhibitor – blocks P. falciparum M18 aspartyl aminopeptidase; AID 1822; 1.2% of 290,000 active; recombinant PfM18AAP, H-Glu-NHMec fluorogenic cleavage; inhibition, % at 7.35 µM;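 active = inhibition above the campaign mean inhibition over all tested compounds plus 3 SD, cut at about 28% in these data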;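 note: 0% = plate median of test compound wells and 100% = 2 mM ZnCl2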
GPR7 antag – blocks human GPR7 receptor signaling. P48145. GPR7-expressing cells, fluorescence antagonist assay. inhibition, % at 4.4 µM. 1.1% of 290,000 active. AID 1861; in the data active = inhibition above about 16%, passing the limit was not always enough;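 note: cells stimulated with the agonist NPW; 0% = agonist with vehicle and 100% = vehicle without agonist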
Target sequence (P48145 whole entry, looked up): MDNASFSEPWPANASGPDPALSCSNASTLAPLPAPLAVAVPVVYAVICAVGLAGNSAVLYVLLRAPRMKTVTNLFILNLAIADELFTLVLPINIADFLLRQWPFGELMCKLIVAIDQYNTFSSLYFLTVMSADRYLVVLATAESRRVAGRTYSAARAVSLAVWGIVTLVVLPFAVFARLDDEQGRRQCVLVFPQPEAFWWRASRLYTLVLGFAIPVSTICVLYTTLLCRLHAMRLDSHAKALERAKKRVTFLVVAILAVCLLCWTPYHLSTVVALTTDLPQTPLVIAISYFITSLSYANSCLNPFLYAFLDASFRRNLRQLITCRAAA
V1aR counter – activates human V1a receptor in oxytocin agonist counter-screen; P37288; AID 2797; 0.25% of 320,000 active; CHO-V1R cells, Fluo-8 calcium fluorescence, agonist mode; 0% DMSO, 100% 3 nM vasopressin; activation, % at 3 µM;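 active = activation above the mean activation of all tested compounds plus 3 SD, per screening run, cut at about 20% in these data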;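 note: signal is peak over basal fluorescence ratio across a 100 second FLIPR read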
Target sequence (P37288 whole entry, looked up): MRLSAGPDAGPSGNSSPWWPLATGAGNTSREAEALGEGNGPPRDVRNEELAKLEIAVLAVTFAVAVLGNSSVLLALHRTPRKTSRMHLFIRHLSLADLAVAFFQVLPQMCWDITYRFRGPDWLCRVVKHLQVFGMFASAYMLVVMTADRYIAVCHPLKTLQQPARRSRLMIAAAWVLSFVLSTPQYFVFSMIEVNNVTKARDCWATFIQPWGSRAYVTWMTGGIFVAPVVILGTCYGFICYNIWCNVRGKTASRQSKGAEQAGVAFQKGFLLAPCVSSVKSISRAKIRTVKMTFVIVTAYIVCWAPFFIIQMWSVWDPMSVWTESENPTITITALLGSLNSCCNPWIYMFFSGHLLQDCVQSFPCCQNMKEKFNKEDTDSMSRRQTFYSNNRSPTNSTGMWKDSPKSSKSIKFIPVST
OXTR potentiator – human OXTR potentiation; CHO-OTR cells, Fluo-8 calcium fluorescence, potentiator mode; 0% = oxytocin EC15, 100% = EC100; P30559; activation, % at 3 µM; 0.061% of 320,000 active;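 active = activation above that plate's cutoff, the mean activation of tested compounds plus 3 SD, cut at about 6.6% in these data, passing the limit was not always enough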;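 note: 100% uses oxytocin at 75 nM as the full agonist control; some results filed as inactive read as strong as hits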
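Assay system: CHO cell line stably expressing human OTR | Also added: Oxytocin at about EC15, sub-maximal agonist stimulus | Times: Compound 6 min at room temperature before oxytocin, 100 s read | Measured by: Fluo-8 intracellular calcium fluorescence, ex 470-495, em 515-575 nm | Controls: EC15 oxytocin alone as 0%, 75 nM oxytocin as 100%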
MEKK2 mut-MEK5 – signal of MEK5 binding to mutant human MEKK2 PB1 domain; bead flow cytometry, Alexa488-MEK5 binding to MEKK2 mutant; percent response, % at 10 µM; 0.35% of 290,000 active; AID 1530; in the data active = percent response above about 24%, passing the limit was not always enough; note: inactives centre near 1; some results filed as inactive read as strong as hits
* marks the source's active call; other numbers are inactive results; nt = not tested or not shown; [ ] = another dose, or the depositor's remark.

SMILES	NALP1 yeast inh	MEKK2wt PB1 HTS	GalR3 antagonist	OXTR agonist	M18AAP inhibitor	GPR7 antag	V1aR counter	OXTR potentiator	MEKK2 mut-MEK5
COc1ccc(NC(=O)NS(=O)(=O)c2ccc(C)cc2)cn1	19	95	-6	nt	25	17	nt	nt	-4
O=C(NCc1ccccc1)c1onc(CSc2ccccn2)c1C(=O)NCc1ccccc1	-2	95	-1	-0.1	nt	nt	1.3	-6	2
COc1ccc(Nc2n[nH]c(N)c2C(N)=O)cc1	-13	110	11	1.2	10	3	0.9	-5	7
O=C(CNc1cccc2ccccc12)N/N=C/c1ccc([N+](=O)[O-])cc1	32	113	-6	1.3	7	7	-0.1	-2	13
Cc1cccc(-c2noc(-c3ccccc3C(=O)NCc3ccco3)n2)c1	nt	99	-1	-2.7	-1	4	-0.6	-9	-1
CCCN(CC(=O)Nc1ccccc1OC)C(=O)CN1C(=O)NC2(CCCCC2)C1=O	nt	nt	-4	-0.3	nt	nt	0.2	-1	nt
C=CCc1ccc(OCC(O)CN2CCN(Cc3ccccc3)CC2)c(OC)c1 (configuration not stated)	-4	75	-5	1.6	2	3	0.2	-2	-17
NC(=O)c1cc([N+](=O)[O-])c(Cl)cc1NCc1ccccn1	nt	nt	-1	7.1	nt	nt	8.8	-10	nt
CCN(CCCNC(=O)C1CCC(=O)N1Cc1ccc(F)cc1)c1cccc(C)c1 (configuration not stated)	2	95	-5	1.5	6	-1	2.0	-18	-4
COc1ccc(OC)c(CN2CCC(C(=O)N3CCOCC3)CC2)c1	33	96	2	0.3	7	2	0.5	-5	-2
CCOc1ccc(N(CC(=O)NC2CCCC2)C(=O)CCC(=O)Nc2nccs2)cc1	-18	98	-8	0.3	-1	2	-0.1	-3	-2
COC(=O)c1c(C(=O)OC)c(-c2ccc(Br)cc2)n2c1CS(=O)C2 (configuration not stated)	-2	111	-12	-1.0	9	-9	0.4	-6	12
Cn1c(=O)n(C)c2cc([N+](=O)[O-])c(N3CCN(S(=O)(=O)c4ccc(C(C)(C)C)cc4)CC3)cc21	nt	96	-2	0.4	2	-4	1.0	0	0
COC(=O)CCc1cccc(CCC(=O)OC)c1	6	88	2	0.6	1	1	1.2	0	-12
CCN1CCN(C2=C(NS(=O)(=O)c3ccccc3)C(=O)c3ccccc3C2=O)CC1	-1	106	0	0.0	30*	-12	0.5	-5	1
Cc1ccc2oc(C(=O)N(C)Cc3ccon3)c(C)c2c1	16	101	-6	-0.9	-3	2	-0.6	-10	6
O=C(O/N=C1\CCCCC1c1ccc([N+](=O)[O-])cc1[N+](=O)[O-])c1c(F)cccc1F (configuration not stated)	2	97	-4	-1.6	11	-19	-0.3	-1	-5
COc1ccc2c(C(F)(F)F)cc(=O)oc2c1C	-5	104	6	0.2	-2	-11	0.0	-9	4
CN(CC(=O)NC(=O)NCc1ccco1)CC(=O)Nc1ccccc1Cl	4	102	nt	-1.2	0	-10	0.2	-3	4
CN(C(=O)CSc1nnc2n1CCCCC2)C1(C#N)CCCCC1	nt	nt	-3	1.1	nt	nt	1.3	5	nt
Cc1c(CCO)sc[n+]1CC(=O)OC12CC3CC(CC(C3)C1)C2	38	97	9	-0.4	2	9	0.4	-4	0
O=C1C2CCCN2C(=O)N1CCCN1CCN(c2ccc([N+](=O)[O-])cc2)CC1 (configuration not stated)	8	104	-4	0.0	6	3	1.1	-19	0
Cc1ccc(-c2nc3ccccc3n3nnnc23)cc1	nt	86	-8	nt	-1	-3	nt	nt	-6
CCOC(=O)C1=C(C)NC2=C(C(=O)c3ccccc32)C1c1cccc2ccccc12 (configuration not stated)	nt	96	-3	-1.9	1	-14	-0.8	-4	-9
CC(Sc1nnc(CN2CCCC2)n1Cc1ccccc1)C(=O)Nc1ccc(F)cc1 (configuration not stated)	8	104	-5	1.9	-8	13	2.0	4	3

(further entries)
SMILES	NALP1 yeast inh	MEKK2wt PB1 HTS	GalR3 antagonist	OXTR agonist	M18AAP inhibitor	GPR7 antag	V1aR counter	OXTR potentiator	MEKK2 mut-MEK5
Oc1ccccc1CNCC12CC3CC(CC(C3)C1)C2	17	108	-4	-0.3	4	0	1.6	-8	4
N#Cc1c(N)sc(=S)c2c1CCN(Cc1ccccc1)C2	25	88	nt	0.1	nt	nt	0.8	-6	-3
Cc1cc(NC(=O)CN2C(=O)NC3(CCCCC3C)C2=O)no1 (configuration not stated)	12	99	-3	-1.5	3	-15	-1.0	-7	0
O=Cc1cccn1-c1c(C(=O)O)cnn1-c1ccccc1	17	95	-3	0.6	-3	-7	0.6	-2	-6
CCOc1ccc(NC(=O)CN(C)C(=O)c2ccccc2Cc2ccccc2)cc1OCC	nt	nt	-7	-0.4	nt	nt	2.0	-9	nt
Cc1ccc(/C=N/n2c(COc3ccccc3)n[nH]c2=S)s1	-5	93	-4	-0.5	13	-9	-1.1	-3	-1
CCOC(=O)c1c(S(=O)(=O)N2CCN(c3ccc(C(C)=O)cc3)CC2)c(C)n(C)c1C	24	106	-7	-0.5	5	4	-0.9	-7	1
COc1ccc(CC(=O)OCC(=O)c2c[nH]c3ccccc23)cc1	nt	nt	-2	4.9	nt	nt	1.9	-7	nt
CCc1ccc(/C=C\C(=O)N2CCCC2)cc1	nt	nt	-3	-3.8	nt	nt	0.0	-11	nt
CCOC(=O)c1cnc(SCCc2ccccc2)nc1N	28	99	4	-1.5	1	19	-0.3	-18	0
COc1ccccc1OCCNC(=O)C1CCN(C(C)=O)CC1	17	106	-7	-0.4	-4	-4	0.1	-3	3
COc1ccc(N(CC(=O)NCc2ccc(C)cc2)S(=O)(=O)c2c(C)noc2C)cc1	11	96	-7	-0.7	-1	6	0.6	-5	5
CCN(CCCNC(=O)c1cn(CC)c2ccc(S(=O)(=O)N(C)C)cc2c1=O)c1cccc(C)c1	12	108	1	-1.4	-13	-5	-1.7	-6	0
CCCn1nc(C(=O)NC2CCCCCC2)c2ccccc2c1=O	nt	nt	-6	-2.3	nt	nt	-0.7	4	nt
Cc1csc(NC(=O)CSc2nnc(-c3ccccn3)n2-c2ccc(C)c(C)c2)n1	4	98	1	-0.7	0	-3	1.1	-11	1
O=C1N[C@@H](Cc2ccccc2)C(=O)N2[C@H]1C[C@]1(Br)c3ccccc3N(S(=O)(=O)c3ccc(F)cc3)[C@H]21	nt	97	-5	-1.1	nt	nt	-1.5	-15	1
COc1ccc(C(=O)NNC(=O)CSc2nnnn2C)cc1	6	92	-4	0.3	0	3	1.0	5	-7
CCn1nc(C(=O)NNC(=O)c2cc(Cl)ccc2OC)c2ccccc2c1=O	nt	nt	-4	-2.0	nt	nt	-0.2	-1	nt
O=C(/C=C/c1cccc(F)c1)Nc1cc(S(=O)(=O)N2CCOCC2)ccc1Cl	nt	nt	-6	-1.7	nt	nt	-0.5	-2	nt
Cc1ccc(-c2nc3ccccc3[nH]2)cc1NC(=O)c1ccco1	8	109	2	-1.5	3	3	0.3	-3	10
CCN(CC)c1ccc(C(=O)OCC(=O)Nc2cccc(S(=O)(=O)NC3=NCCCCC3)c2)cc1	6	103	-4	1.6	4	-20	4.3	-15	2
C=CCc1c(C)nc(C)nc1N/N=C/c1ccc([N+](=O)[O-])cc1	-2	103	-2	-1.1	7	-9	-1.1	-4	1
CCNS(=O)(=O)c1ccc(NC(=O)c2c(-c3ccccc3)noc2C)cc1	6	103	1	1.5	-1	1	8.6	1	0
CCOC(=O)CN1C(=O)/C(=C/c2ccc(Cl)cc2)Oc2ccccc21	9	99	-10	-0.2	-2	6	1.5	-15	2
CC1(C)CN(c2ccc(-c3ccnc4ncnn34)cc2)C1=O	-11	90	-3	0.5	5	-15	-0.8	-3	-11

Going on with the list:
SMILES	NALP1 yeast inh	MEKK2wt PB1 HTS	GalR3 antagonist	OXTR agonist	M18AAP inhibitor	GPR7 antag	V1aR counter	OXTR potentiator	MEKK2 mut-MEK5
N#Cc1c(NCCO)ccc([N+](=O)[O-])c1NCCO	nt	98	4	-0.2	1	-13	0.8	-12	-1
Cc1ccc(OCC(=O)Nc2cccc(-c3nnc(-c4ccccc4)o3)c2)cc1	23	nt	-5	1.1	5	0	1.8	-6	nt
O=C(CSCc1ccccc1)Nc1ccccc1C(=O)Nc1ccc(C(=O)O)cc1	5	81	-6	0.1	-13	-2	-0.8	-14	-3
Cc1ccccc1OCCCC(=O)Nc1ccc(Br)cc1	nt	0.0*[inhibitor]	-4	-2.1	-1	-12	-0.8	-12	-21
CC(C)Cn1c(=O)c2c(nc3n2CCS3)n(C)c1=O	0	97	-7	-1.2	3	1	0.1	-12	-4
Cc1ccc(S(=O)(=O)N(CC(=O)N/N=C/c2ccco2)Cc2ccccc2)cc1	36	88	-5	-0.6	-1	-1	0.3	-5	-3
Cc1cc(C)cc(NC(=O)COC(=O)c2cc(=O)[nH]c(=O)[nH]2)c1	12	106	2	1.5	7	-9	1.3	-1	3
O=C(CSc1nnc2scc(-c3ccccc3)n12)Nc1nsc(-c2ccc(Cl)cc2)n1	nt	94	-2	-1.3	-4	-3	-0.7	-8	0
Cc1c(C)c2c(OCC(=O)NCc3ccccn3)cc3c(c2oc1=O)CCC(C)(C)O3	-3	107	-7	-2.1	-1	-4	-1.5	-6	3

Gathered by group, those above containing an aryl thioether with sulfur outside any ring (7)
SMILES	NALP1 yeast inh	MEKK2wt PB1 HTS	GalR3 antagonist	OXTR agonist	M18AAP inhibitor	GPR7 antag	V1aR counter	OXTR potentiator	MEKK2 mut-MEK5
O=C(NCc1ccccc1)c1onc(CSc2ccccn2)c1C(=O)NCc1ccccc1	-2	95	-1	-0.1	nt	nt	1.3	-6	2
CN(C(=O)CSc1nnc2n1CCCCC2)C1(C#N)CCCCC1	nt	nt	-3	1.1	nt	nt	1.3	5	nt
CC(Sc1nnc(CN2CCCC2)n1Cc1ccccc1)C(=O)Nc1ccc(F)cc1 (configuration not stated)	8	104	-5	1.9	-8	13	2.0	4	3
CCOC(=O)c1cnc(SCCc2ccccc2)nc1N	28	99	4	-1.5	1	19	-0.3	-18	0
Cc1csc(NC(=O)CSc2nnc(-c3ccccn3)n2-c2ccc(C)c(C)c2)n1	4	98	1	-0.7	0	-3	1.1	-11	1
COc1ccc(C(=O)NNC(=O)CSc2nnnn2C)cc1	6	92	-4	0.3	0	3	1.0	5	-7
O=C(CSc1nnc2scc(-c3ccccc3)n12)Nc1nsc(-c2ccc(Cl)cc2)n1	nt	94	-2	-1.3	-4	-3	-0.7	-8	0
